HDAC3 inhib: human HDAC3 inhibition; recombinant HDAC3, fluorogenic peptide/trypsin coupled, fluorescence; hit rate 0.15% among 320,000; inhibition, % at 8.3 µM; in the data active = inhibition above about 26%, passing the limit was not always enough
GSK3A inh: human GSK-3 alpha kinase inhibition | ADP-Glo luminescence, 60 min | inhibition, % at 10 µM | hit rate 0.1% among 320,000;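 in the data active = inhibition above about 50%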;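 note: GST-tagged GSK-3 alpha with peptide substrate and 25 µM ATP; 0% = DMSO neutral wells and 100% = GW8510 positive control wells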
Dyrk1A ADPGlo: inhibitors of rat Dyrk1A kinase; hit rate 0.43% among 310,000; inhibition, % at 12.5 µM; AID 504441; Q63470; ADP-Glo luminescence, NFATc1 peptide; in the data active = inhibition above about 50%;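 note: plate controls were vehicle with enzyme for no effect and no enzyme for full effect; many of its hits are not listed in these tables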
GSK3B inh: blocks human GSK3beta kinase activity; P49841; GST-GSK3beta kinase, ADP-Glo luminescence, 60 min; active compounds read low; activity score (negative = inhibition), % at 10 µM; hit rate 0.038% among 300,000; AID 2097;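 active = more than half of replicate wells score below -50%, meaning over 50% inhibition versus plate controls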;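 note: 0% = median DMSO wells and -100% = median GW8510 positive control wells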
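Test system – GST-tagged human GSK3beta kinase, cell-free · Incubation – 60 min enzyme reaction, room temperature · Signal – ADP-Glo luminescence · Also added – peptide substrate and ATP at 25 µM · Controls – DMSO neutral wells and GW8510 at 20 µM as positive · Buffer or medium – Tris/MgCl2 kinase buffer · Measure – Luminescence-derived activity versus plate DMSO and GW8510 wells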
KCNQ1 inh: human KCNQ1 channel inhibition | CHO-K1 KCNQ1, FluxOR thallium flux fluorescence; active compounds read high | B-score at 10 µM | hit rate 1.3% among 310,000;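 active = compounds whose thallium flux B-score, printed positive for inhibition, exceeds three library SD while starting fluorescence stays within three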;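 note: channel opened by potassium depolarization with thallium stimulus after 20 min compound exposure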
Target sequence (P51787 whole entry, looked up): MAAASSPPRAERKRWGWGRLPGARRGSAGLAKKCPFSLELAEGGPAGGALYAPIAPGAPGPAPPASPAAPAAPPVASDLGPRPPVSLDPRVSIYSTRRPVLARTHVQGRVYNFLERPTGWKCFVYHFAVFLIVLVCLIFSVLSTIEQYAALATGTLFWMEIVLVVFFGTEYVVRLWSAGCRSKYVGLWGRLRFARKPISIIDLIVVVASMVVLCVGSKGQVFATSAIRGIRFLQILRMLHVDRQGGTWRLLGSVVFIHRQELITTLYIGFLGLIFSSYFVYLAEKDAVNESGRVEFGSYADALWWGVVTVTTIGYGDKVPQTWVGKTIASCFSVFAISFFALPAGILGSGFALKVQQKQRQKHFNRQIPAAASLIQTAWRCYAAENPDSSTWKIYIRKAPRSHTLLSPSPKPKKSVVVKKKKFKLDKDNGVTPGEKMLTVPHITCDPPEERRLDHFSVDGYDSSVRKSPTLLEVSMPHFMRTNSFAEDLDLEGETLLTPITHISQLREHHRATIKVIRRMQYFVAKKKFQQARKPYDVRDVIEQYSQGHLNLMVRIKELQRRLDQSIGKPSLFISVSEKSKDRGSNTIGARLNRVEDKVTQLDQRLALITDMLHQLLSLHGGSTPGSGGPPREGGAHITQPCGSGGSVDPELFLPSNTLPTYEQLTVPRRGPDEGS
KCNQ1 act: potentiates or activates the human KCNQ1 potassium channel; P51787; CHO-K1 KCNQ1, thallium flux FluxOR fluorescence; active compounds read high; B-score at 10 µM; hit rate 0.35% among 310,000; AID 2648;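 active = fluorescence ratio B-score, a plate-corrected score, at least three library SD, with initial intensity B-score within 5 SD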
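assay system = CHO-K1 cells stably expressing KCNQ1 | medium = assay buffer, equal DMSO in all wells | timing = 37 °C overnight plating, 90-min dark dye load, 20-min compound pretreatment | measured by = kinetic FluxOR thallium fluorescence, 10-s 1-Hz baseline, 110-s post-stimulus read | measure = fluorescence change relative to baseline, converted to B score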
KCNK9 inh: blocks the human KCNK9 two-pore domain potassium channel; Q9NPC2; HEK293 KCNK9, FluxOR thallium flux fluorescence; active compounds read low; B-score at 10 µM; hit rate 1.2% among 310,000;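 active = ratio B-score over 3 SD below the library mean, with starting fluorescence within 5 SD of its mean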;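 note: negative B-score means less thallium flux so channel inhibition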
RGS4 pot: potentiators or activators of RGS4. B-score at 10 µM. hit rate 0.92% among 310,000. HEK293 M3R/inducible RGS4, carbachol calcium flux Fluo4; active compounds read low. AID 463111;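 active = B-score of the integrated calcium signal more than 4 SD below the library mean, with starting fluorescence not abnormally high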;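 note: negative B-score means reduced calcium response which marks RGS4 activation or potentiation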
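Reagent: ECmax carbachol challenge; Test system: M3R-expressing HEK293 line, RGS4 induced by doxycycline; Schedule: overnight RGS4 induction, 30 min dye load 37 °C, 20 min compound RT; Detection: calcium dye Fluo4 fluorescence; Read-out: Agonist-evoked peak-minus-minimum fluorescence over baseline, integrated ratio, B score.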
PolyA inhibitor: blocks polyadenylation in yeast reporter cells | S. cerevisiae SKY197-pL101 polyadenylation reporter, beta-gal luminescence; efflux-impaired pdr1/pdr3 knockout yeast; score 100 = 6 SD above DMSO | calls only at 12 µM | hit rate 0.02% among 300,000 | AID 1875;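 active = lowest replicate activity score at least 50, where 100 means six control SD above control mean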;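 note: yeast exposed to compound for 9 h at 30 °C; higher score means more reporter readthrough which indicates perturbed polyadenylation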
hERG rescue: compounds protecting human hERG from proarrhythmic drug block; Q12809; CHO-hERG, FluxOR thallium flux, dofetilide IC70 present; activation (rescue from dofetilide block), less the hit threshold, % at 10 µM; hit rate 0.51% among 310,000; AID 1511;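 active = activation above the mean of controls blocked by dofetilide plus 5 SD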;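 note: thallium influx through hERG after potassium depolarization seen as dye fluorescence rise; in these data hits start at about 4.7%; inactives centre near -7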
KCNK3 inh: human KCNK3 channel inhibition, primary screen; O14649; CHO-KCNK3 thallium flux, FluxOR fluorescence; active compounds read low; B-score at 10 µM; hit rate 0.84% among 340,000; AID 602410;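 active = B-score under library mean minus 4 SD, starting fluorescence ratio at most library mean plus 5 SD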;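 note: more negative B-score means stronger inhibition of thallium flux through KCNK3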
Target sequence (O14649 whole entry, looked up): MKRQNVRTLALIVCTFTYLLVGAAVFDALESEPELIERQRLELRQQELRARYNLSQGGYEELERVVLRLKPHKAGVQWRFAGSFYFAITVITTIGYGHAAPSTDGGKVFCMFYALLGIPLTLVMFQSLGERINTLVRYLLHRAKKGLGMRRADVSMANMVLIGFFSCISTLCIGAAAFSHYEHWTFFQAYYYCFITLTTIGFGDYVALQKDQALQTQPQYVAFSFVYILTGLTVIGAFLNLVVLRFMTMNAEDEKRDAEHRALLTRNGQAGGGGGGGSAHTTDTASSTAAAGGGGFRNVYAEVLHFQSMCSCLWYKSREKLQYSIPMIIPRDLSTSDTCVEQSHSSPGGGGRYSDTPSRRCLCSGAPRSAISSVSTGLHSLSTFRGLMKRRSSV
The depositor's hits bear a star; i = inactive; . = no result given.

SMILES	HDAC3 inhib	GSK3A inh	Dyrk1A ADPGlo	GSK3B inh	KCNQ1 inh	KCNQ1 act	KCNK9 inh	RGS4 pot	PolyA inhibitor	hERG rescue	KCNK3 inh
Cc1ccc(NC(=O)CN2CCOCC2)cc1Cl	-6	0	2	2	i	i	i	i	i	-3	i
COc1ccccc1NC(=O)N1CCCC1C(=O)NCc1ccccc1 (stereo unspecified)	-3	-3	-1	-3	i	i	i	i	i	-5	i
O=C(COC(=O)/C=C/c1cccc(C(F)(F)F)c1)NCc1ccco1	-5	-1	-5	4	i	i	i	i	i	-12	i
CC(C)(CC(=O)O)CC(=O)Nc1ccc(Cl)c(Cl)c1	3	-6	10	6	i	i	i	i	i	-8	i
CC(C)Sc1nc2c([nH]c3ccccc32)c(=O)n1C	0	-2	-2	-2	i	i	i	i	i	1	i
CCCCCCCc1nc2sc3c(c2c(=O)n1N)CC(C)(C)OC3	3	0	-5	3	i	i	i	i	i	-15	i
Cc1ccc(CC2CC(=O)N(c3nc(C)cc(C)n3)C2=O)cc1 (stereo unspecified)	10	-3	3	1	i	i	i	i	i	-9	i
CSc1cccc(CNC(=O)C2CCC(=O)N(CC3CCCCC3)C2)c1 (stereo unspecified)	4	-1	19	0	i	i	i	i	i	-12	i
COc1cccc(N2CCN(C3CCCC(C)C3)CC2)c1 (stereo unspecified)	-3	-5	-1	-1	i	i	i	i	i	-7	i
CCOC(=O)C(=O)Nc1cc(C)on1	-6	0	2	-2	i	i	i	i	i	-17	i
O=C(NCCC1=CCCCC1)C1CCN(C(=O)Nc2ccccc2)CC1	-2	-7	-3	-1	i	i	i	i	i	-18	i
Cc1c(C(=O)N2CCC(N3CCSCC3)CC2)oc2c(F)cccc12	-2	-3	6	0	i	i	i	i	i	-8	i
COc1ccc(CC2(CO)CCN(Cc3cnn(C)c3C)CC2)cc1	-5	-3	-6	1	i	i	i	i	i	-9	i
COCC(=O)N(Cc1cc2cc(OC)ccc2[nH]c1=O)c1ccccc1	-3	1	-6	0	i	i	i	i	i	-7	i
CCCNC(=O)c1ccccc1N1CCN(CCCCN2C(=O)C3CCCCN3C2=O)CC1 (stereo unspecified)	-5	-1	.	-4	i	i	i	i	i	-10	i
CCOC(=O)N1CCN(Cc2nc3cc(NC(=O)CC(C)C)ccc3n2CC)CC1	-2	-5	3	4	i	i	i	i	i	-4	i
Cc1ccc(Cl)cc1N1CCN(C(=O)c2ccc(CN3CCOCC3)cc2)CC1	-5	4	-5	-1	i	i	i	i	i	-3	i
O=C(Cc1ccc(Cl)cc1)c1c[nH]c(C(=O)NCCCN2CCOCC2)c1	0	0	-2	-1	i	i	i	i	i	-6	i
O=C(O)Cn1nc(-c2ccccc2)cc1-c1ccccc1	-2	0	-3	2	i	i	i	i	i	-3	i
O=C(Nn1c(-c2ccc(F)cc2)nc2ccccc2c1=O)c1cccnc1	0	-4	1	2	i	i	i	i	i	-8	i
COc1ccc(C(C)NC(=O)C2CCCO2)cc1OC (stereo unspecified)	11	0	9	0	i	i	i	i	i	-3	i
CC(C)c1ccc(CN(C)CC(O)c2ccccc2)cc1 (stereo unspecified)	1	-1	-1	0	i	i	i	i	i	-13	i
COc1ccc(S(=O)(=O)NCCCn2ccnc2)cc1Cl	-3	3	1	2	i	i	i	i	.	-13	i
CCc1nnc(NC(=O)c2nn(-c3ccccc3)nc2C)s1	1	1	-5	5	i	i	i	i	i	-6	i
O=C(O)C1CCCN(S(=O)(=O)c2ccc(Br)cc2)C1 (stereo unspecified)	-1	-2	0	0	i	i	i	i	i	-7	i
CC1CCCCC1Nc1nc2ccc(Cl)cc2n2cnnc12 (stereo unspecified)	14	0	4	-4	i	i	i	i	i	-16	i
O=c1c2oc3ccccc3c2ncn1Cc1cccc(Cl)c1	-3	-1	.	-2	i	i	i	i	i	-9	i
COc1ccc(CC(=O)OCC(=O)N2CCCc3ccccc32)cc1	0	-3	-4	0	i	i	i	i	i	-3	i
COc1ccc(NC(=O)Cn2c(=O)n(-c3ccccc3)c(=O)c3sccc32)c(OC)c1	0	-1	6	0	i	i	i	i	i	-6	i
CCCCCOC(=O)Cn1c(=O)c2c(nc(N3CCOCC3)n2C)n(C)c1=O	0	-3	5	1	i	i	i	i	i	-5	i
O=C(CN1C(=O)COc2ccccc21)NCCCN1CCOCC1	3	0	-2	-2	i	i	i	i	i	2	i
COc1cc(OC)c(NS(=O)(=O)c2ccc(Cl)c(C(=O)OC(C)C(=O)N3CCCC3)c2)cc1Cl (stereo unspecified)	0	0	5	-1	i	i	i	i	i	-11	i
O=C(Cc1ccc(Cl)cc1Cl)Nc1ccncc1	0	-3	4	3	i	i	i	i	i	-16	i
OC(COc1c(Br)cc(Br)cc1Br)CN1CCOCC1 (stereo unspecified)	.	.	1	-3	i	i	i	i	i	-9	i
CCOC(=O)c1c(C)n(C)c2cc(OCCN(CC)CC)ccc12	7	-5	2	1	i	i	i	i	i	-1	i
CN(C)c1ccc(C(=O)/C=C/c2ccccc2)cc1	3	-1	-5	0	i	i	i	i	i	-3	i
COC(=O)c1ccc(N2CCN(C)CC2)c(NC(=O)c2cc3ccccc3o2)c1	-8	6	3	2	i	i	i	i	i	-11	i
COc1ccc(OC)c(CN2CCC(C(=O)N(C)CCc3ccc(OC)c(OC)c3)CC2)c1	-3	1	0	1	i	i	i	i	i	1	i
O=C(CN(c1ccccc1F)S(=O)(=O)c1ccccc1)Nc1ccccc1C(=O)N1CCOCC1	1	-3	-2	-1	i	i	i	i	i	-16	i
CCC(=O)Nc1ccc(-c2nnc(-c3ccccc3)o2)cc1	-4	1	-4	0	i	i	i	i	i	-6	i
COC(=O)/C=C/C(=O)Nc1cccnc1	0	1	22	1	i	i	i	i	i	-3	i
COc1cccc(C2CC(c3cccs3)=NN2S(C)(=O)=O)c1OC (stereo unspecified)	4	-8	12	3	i	i	i	i	i	-12	i
COc1ccc(Cn2cccc(NC(=O)Nc3cccc(OC)c3)c2=O)cc1	0	-1	1	2	i	i	i	i	i	-13	i
N/C(=N\OC(=O)COc1ccc2ccccc2c1)c1cccnc1	8	0	-3	3	i	i	i	i	i	-6	i
Cc1cc(C)c(NC(=O)CSc2nc3ccc(NC(=O)CSc4nnnn4Cc4ccccc4)cc3s2)c(C)c1	-5	1	-1	2	i	i	i	i	i	-12	i
CCOc1ccc(OCC)c(NC(=O)CC2Oc3ccccc3NC2=O)c1 (stereo unspecified)	-4	-4	8	6	i	i	i	i	i	-4	i
O=C(Nc1ccc(Br)cc1)c1ccc2ncsc2c1	-1	-1	-2	-1	i	i	i	i	.	-10	i
COc1cccc(C(=O)/C=C/Nc2ccc(S(=O)(=O)Nc3onc(C)c3C)cc2)c1	0	0	3	-16	i	i	i	i	i	-5	i
O=C(NCc1ccccc1)C1CCCN(C(=O)Nc2ccccc2)C1 (stereo unspecified)	4	1	-2	-3	i	i	i	i	.	-12	i
CCCCCSc1nc2c(c(=O)[nH]c(=O)n2C)n1CCc1ccccc1	-1	0	3	-1	i	i	i	i	i	-10	i
COc1ccc(C(=O)NC(C)c2cnn(-c3ccccn3)c2C)o1 (stereo unspecified)	1	-3	3	13	i	i	i	i	i	-13	i
COC1CCN(Cc2c(C(=O)N3C[C@@H](C)O[C@@H](C)C3)nc3ccc(Cl)cn23)CC1	-2	-1	-5	0	i	i	i	i	i	-6	i
COC(=O)COc1nc(C)c2c(c1C#N)CC(C)(C)OC2	3	-4	-1	-4	i	i	i	i	i	-9	i
COc1ccc(S(=O)(=O)Oc2ccc3ccccc3c2)cc1	10	-3	0	1	i	i	i	i	i	-7	i
CC(C)NC(=O)CCCn1cc([N+](=O)[O-])cn1	0	-9	.	1	i	i	i	i	i	-2	i
COc1ccc(S(=O)(=O)N2CCN(Cc3cccc(F)c3)CC2)cc1	1	-1	-2	10	i	i	i	i	i	-6	i
COc1ccc(S(=O)(=O)NCCc2c[nH]c3ccc(Cl)cc23)cc1	3	-1	1	-1	i	i	i	i	i	-10	i
O=C(NC(=S)Nc1cccc(O)c1)c1ccco1	.	-1	21	-7	i	i	i	i	i	-3	i
COc1ccc(NC(=O)CSc2nncs2)cc1S(N)(=O)=O	0	-3	-4	-3	i	i	i	i	i	-7	i

Copied from the results shown for reference:
SMILES	HDAC3 inhib	GSK3A inh	Dyrk1A ADPGlo	GSK3B inh	KCNQ1 inh	KCNQ1 act	KCNK9 inh	RGS4 pot	PolyA inhibitor	hERG rescue	KCNK3 inh
CCCCCSc1nc2c(c(=O)[nH]c(=O)n2C)n1CCc1ccccc1	-1	0	3	-1	i	i	i	i	i	-10	i
COc1ccc(C(=O)NC(C)c2cnn(-c3ccccn3)c2C)o1 (stereo unspecified)	1	-3	3	13	i	i	i	i	i	-13	i
COC1CCN(Cc2c(C(=O)N3C[C@@H](C)O[C@@H](C)C3)nc3ccc(Cl)cn23)CC1	-2	-1	-5	0	i	i	i	i	i	-6	i
COC(=O)COc1nc(C)c2c(c1C#N)CC(C)(C)OC2	3	-4	-1	-4	i	i	i	i	i	-9	i
COc1ccc(S(=O)(=O)Oc2ccc3ccccc3c2)cc1	10	-3	0	1	i	i	i	i	i	-7	i
CC(C)NC(=O)CCCn1cc([N+](=O)[O-])cn1	0	-9	.	1	i	i	i	i	i	-2	i
COc1ccc(S(=O)(=O)N2CCN(Cc3cccc(F)c3)CC2)cc1	1	-1	-2	10	i	i	i	i	i	-6	i
COc1ccc(S(=O)(=O)NCCc2c[nH]c3ccc(Cl)cc23)cc1	3	-1	1	-1	i	i	i	i	i	-10	i
O=C(NC(=S)Nc1cccc(O)c1)c1ccco1	.	-1	21	-7	i	i	i	i	i	-3	i
COc1ccc(NC(=O)CSc2nncs2)cc1S(N)(=O)=O	0	-3	-4	-3	i	i	i	i	i	-7	i

Bioassay records as filed in PubChem.

The list is partial; rates above refer to the full screens.
